PNC inhibitor – High Content Assay for Compounds that inhibit the Assembly of the Perinucleolar Compartment; PC3M PTB-GFP, PNC prevalence imaging, 16 h; hits give low values; activity change (PNC), negative = inhibition, % at 10 µM; 140,000 tested, 3.1% active;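 active = readout at or below -70, meaning at least 70% loss of cells showing the perinucleolar compartment, a nuclear body marking cancer cells; inconclusive = readout between -30 and a set limit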;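 note: plate controls were DMSO wells for no effect and camptothecin positive control wells for full effect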
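Read-out is percentage of cells bearing a perinucleolar compartment, from automated 20x imaging of fixed, Hoechst-stained PC3M PTB-GFP cells. Cells were seeded 4 h, then exposed 16 h to compound (23 nl of library stock) in duplicate plates.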
IMPase inh – qHTS Assay for Identifying the Cell-Membrane Permeable IMPase Inhibitors; 120,000 tested, under 10 active; inhibition (IP1 accumulation), % at 46.1 µM; Inositol monophosphatase 1 (Rattus norvegicus), P97697; CHO-M1 cells, IP1 accumulation, HTRF TR-FRET ratio; active = well fitted curve in the direction sought with a large enough effect in the signal ratio, not every such curve was filed as active; inconclusive = small, poorly fitted or top-dose-only effect, or a change in a side signal; inactive = no such curve, though single readings can be large or run the other way; the % refers to the signal ratio;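 note: cells stimulated with carbachol in lithium chloride buffer; plate controls were DMSO basal wells for no effect and reference inhibitor wells for full effect; higher means more IMPase inhibition seen as more IP1 and lower FRET ratio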
Target sequence (P97697 whole entry, looked up): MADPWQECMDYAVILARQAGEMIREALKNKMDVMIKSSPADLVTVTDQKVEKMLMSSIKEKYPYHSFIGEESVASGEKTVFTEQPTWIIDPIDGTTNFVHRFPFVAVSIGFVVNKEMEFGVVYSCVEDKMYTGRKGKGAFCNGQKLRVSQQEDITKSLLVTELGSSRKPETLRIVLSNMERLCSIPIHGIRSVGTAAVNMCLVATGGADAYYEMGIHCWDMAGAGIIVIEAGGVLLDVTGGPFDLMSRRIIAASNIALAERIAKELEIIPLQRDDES
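CHO-M1 cells (CHO stably expressing M1 receptor), compound up to 46 uM final, stimulated with carbachol (50 uM as added) in buffer with 50mM LiCl, pH 7.4, 30 min at 37C. Cytosolic IP1 read by TR-FRET; AC50 from Hill fits.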
15-hLO-2 inh – qHTS Assay for Inhibitors of 15-hLO-2 (15-human lipoxygenase 2); Polyunsaturated fatty acid lipoxygenase ALOX15B (Homo sapiens), O15296; purified 15hLO-2, xylenol orange hydroperoxide absorbance; Potency, µM (series often up to 57.1 µM), inactives show at the highest dose activity change, negative = inhibition, hits mostly inhibitors; 110,000 tested, 0.56% active; note: potency is the fitted concentration of half-maximal effect; nearly all actives have a fitted effect of over 60% in size; many of its hits are not listed in these tables
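Purified human 15hLO-2 (50 nM) preincubated 15 min with compound, then 45 uM arachidonic acid for 90 min at RT in 25 mM Hepes pH 7.5, 0.01% Triton X-100. Hydroperoxide detected by Fe-xylenol orange; 573/405 nm absorbance ratio.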
ALOX12 inhib – qHTS Assay for Inhibitors of 12-hLO (12-human lipoxygenase); Polyunsaturated fatty acid lipoxygenase ALOX12 (Homo sapiens), P18054; purified 12-hLO, xylenol orange hydroperoxide absorbance; Potency, µM (series often up to 57.1 µM), without a hit: at the highest dose activity change, negative = inhibition, usual class: inhibitors; 150,000 tested, 0.12% active; note: potency is the fitted concentration of half-maximal effect; nearly all actives have a fitted effect of over 55% in size; many of its hits are not listed in these tables
Target sequence (P18054 whole entry, looked up): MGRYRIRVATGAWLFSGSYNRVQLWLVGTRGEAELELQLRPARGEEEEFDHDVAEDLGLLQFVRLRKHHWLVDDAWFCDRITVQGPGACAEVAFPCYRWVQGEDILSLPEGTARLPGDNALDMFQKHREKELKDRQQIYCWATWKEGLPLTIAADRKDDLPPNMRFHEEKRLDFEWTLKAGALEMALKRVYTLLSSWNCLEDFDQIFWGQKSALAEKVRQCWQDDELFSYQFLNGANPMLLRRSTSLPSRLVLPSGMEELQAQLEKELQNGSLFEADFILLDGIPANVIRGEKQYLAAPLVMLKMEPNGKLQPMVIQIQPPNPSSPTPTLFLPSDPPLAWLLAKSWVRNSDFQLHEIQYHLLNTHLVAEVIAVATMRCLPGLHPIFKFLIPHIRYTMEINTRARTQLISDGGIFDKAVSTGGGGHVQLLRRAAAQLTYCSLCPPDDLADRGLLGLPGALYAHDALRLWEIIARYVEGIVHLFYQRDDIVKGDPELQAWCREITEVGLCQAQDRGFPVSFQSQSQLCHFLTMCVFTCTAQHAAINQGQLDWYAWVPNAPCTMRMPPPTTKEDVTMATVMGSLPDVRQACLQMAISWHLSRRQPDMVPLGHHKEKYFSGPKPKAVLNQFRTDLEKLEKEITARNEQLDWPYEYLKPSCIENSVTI
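Xylenol orange chromogenic assay: hydroperoxide from 12hLO oxidises Fe(II), giving red-shifted Fe(III)-XO absorbance. Conditions: 150 nM enzyme, 40 uM arachidonic acid, 25 mM Hepes pH 7.0, 0.01% Triton X-100, 30 min, room temperature.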
* marks the source's active call; other numbers are inactive results; [ ] = another dose, or the depositor's remark. Unless noted, calls come from the whole dose curve; as a rule, active = well fitted curve in the direction sought with a large enough effect; inconclusive = small, poorly fitted or top-dose-only effect, or another doubt; inactive = no such curve, though single readings can be large; an effect the other way counts as inactive or inconclusive. Unless noted, % is set by controls: 0 for no effect and ±100 for the full control effect. Some of the compounds tested; rates above refer to the full screens.

The opening 2 records, ahead of the listing:
O=C(/C=C/c1cc([N+](=O)[O-])ccc1OC(F)F)Nc1cccc(OC(F)F)c1 was read as PNC inhibitor -11, IMPase inh 3 and ALOX12 inhib -1%.
COc1ccc(/C=N/n2c(=S)n(C)c3ccccc32)cc1OC was read as PNC inhibitor -10, IMPase inh 7, 15-hLO-2 inh 3% and ALOX12 inhib -3%.

Results, repeating the preview:
O=C(/C=C/c1cc([N+](=O)[O-])ccc1OC(F)F)Nc1cccc(OC(F)F)c1 was read as PNC inhibitor -11, IMPase inh 3 and ALOX12 inhib -1%.
COc1ccc(/C=N/n2c(=S)n(C)c3ccccc32)cc1OC was read as PNC inhibitor -10, IMPase inh 7, 15-hLO-2 inh 3% and ALOX12 inhib -3%.
Screening O=C(Nc1c(F)c(F)c(F)c(F)c1F)NC1CCCCC1 returned PNC inhibitor 10, IMPase inh 2, 15-hLO-2 inh 2% and ALOX12 inhib -2%.
Screening CCc1ccc(C(=O)COC(=O)c2cccc(N3C(=O)c4c(C)nc5ccccc5c4C3=O)c2)cc1 returned PNC inhibitor 29, IMPase inh -3, 15-hLO-2 inh -10% and ALOX12 inhib 2%.
For O=C(NCCN1CCOCC1)N1CCOCC1 the results were PNC inhibitor -5, IMPase inh 1, 15-hLO-2 inh -4% and ALOX12 inhib 5%.
Cc1cccc2nc(CSc3nnnn3-c3ccccc3)cn12 was read as PNC inhibitor 7, IMPase inh 4, 15-hLO-2 inh 12% and ALOX12 inhib -6%.
Screening COc1coc(/C=C/C(=O)O)cc1=O returned PNC inhibitor 1 and ALOX12 inhib -5%.
CCN(CC)S(=O)(=O)c1ccc(OC)nc1 was read as PNC inhibitor inconclusive, IMPase inh -2, 15-hLO-2 inh -1% and ALOX12 inhib 1%.
`CC1(C)Cc2c(C#N)c(N3CCCC3)nc(-c3ccco3)c2CO1` gave PNC inhibitor 43, IMPase inh 3, 15-hLO-2 inh inconclusive and ALOX12 inhib -18%.
For CNC(=O)C(=O)NCCc1ccc(Cl)cc1 the results were PNC inhibitor 23, IMPase inh 8, 15-hLO-2 inh -2% and ALOX12 inhib -6%.
Screening COc1ccc(OC)c(C2NC(=O)NC(C)=C2C(=O)Nc2ccc(C)cc2C)c1 (stereo not given) returned PNC inhibitor -14, IMPase inh 3, 15-hLO-2 inh 7% and ALOX12 inhib -1%.
O=C(c1ccc2ncsc2c1)N1CCN(c2ccc(O)cc2)CC1 was read as PNC inhibitor 15, IMPase inh 2, 15-hLO-2 inh inconclusive and ALOX12 inhib -7%.
For CCOC(=O)C1=C(C)NC(C)=C(C(=O)OC)[C@@H]1c1cccc(Cl)c1Cl the results were IMPase inh -2[20.6 µM], 15-hLO-2 inh 5%[25.6 µM] and ALOX12 inhib -10%[25.6 µM].
For CC(C)C(NC(=O)C12CC3CC(CC(C3)C1)C2)C(=O)N/N=C/C1=C(N2CCOCC2)C(=C\c2ccc([N+](=O)[O-])cc2)/CC1 (stereo not given) the results were PNC inhibitor inconclusive and ALOX12 inhib -4%.
Screening CCNC(=O)CC1C(=O)N(c2ccccc2)C(=O)N1CCc1ccc(OC)c(OC)c1 (stereo not given) returned PNC inhibitor 1, IMPase inh -1, 15-hLO-2 inh -5% and ALOX12 inhib 8%.

Random excerpt: 5 entries already listed, in no set order.
CCN(CC)S(=O)(=O)c1ccc(OC)nc1 was read as PNC inhibitor inconclusive, IMPase inh -2, 15-hLO-2 inh -1% and ALOX12 inhib 1%.
For CNC(=O)C(=O)NCCc1ccc(Cl)cc1 the results were PNC inhibitor 23, IMPase inh 8, 15-hLO-2 inh -2% and ALOX12 inhib -6%.
For CC(C)C(NC(=O)C12CC3CC(CC(C3)C1)C2)C(=O)N/N=C/C1=C(N2CCOCC2)C(=C\c2ccc([N+](=O)[O-])cc2)/CC1 (stereo not given) the results were PNC inhibitor inconclusive and ALOX12 inhib -4%.
Cc1cccc2nc(CSc3nnnn3-c3ccccc3)cn12 was read as PNC inhibitor 7, IMPase inh 4, 15-hLO-2 inh 12% and ALOX12 inhib -6%.
Screening COc1coc(/C=C/C(=O)O)cc1=O returned PNC inhibitor 1 and ALOX12 inhib -5%.

(list continues)
Screening c1nc(N2CCCCC2)c2[nH]cnc2n1 returned PNC inhibitor -119*, IMPase inh -4 and ALOX12 inhib 2%.
Cc1c(Cl)ccc2c1NC(=O)C21NC(CCC(N)=O)[C@H]2C(=O)N(c3ccc(Cl)cc3)C(=O)[C@H]21 (stereo not given in full) was read as PNC inhibitor 9, IMPase inh 1, 15-hLO-2 inh inconclusive and ALOX12 inhib -22%.
For O=C(Cc1coc2ccc3ccccc3c12)Nc1nnc(C2CC2)s1 the results were PNC inhibitor -100*, IMPase inh inconclusive, 15-hLO-2 inh -19% and ALOX12 inhib -9%.
`CC1Cc2ccccc2N1C(=O)COC(=O)c1cccnc1Cl` (stereo not given) gave PNC inhibitor 48, IMPase inh 4 and ALOX12 inhib 7%.
For Cc1ccsc1C1CC(=O)NC2=C1C(=O)CC(C)(C)C2 (stereo not given) the results were PNC inhibitor -26, IMPase inh 11, 15-hLO-2 inh -11% and ALOX12 inhib 2%.
`CCOC(=O)C1=C(C)NC2=C(C(=O)C(C(=O)OCC)C(c3cccc(OC)c3)C2)C1c1ccccn1` (stereo not given) gave PNC inhibitor 17, IMPase inh 3, 15-hLO-2 inh -7% and ALOX12 inhib -4%.
Screening Clc1ccc(CN(CC2CCCO2)C(c2cccs2)c2nnnn2C2CCCC2)cc1 (stereo not given) returned PNC inhibitor inconclusive, IMPase inh 9, 15-hLO-2 inh -15% and ALOX12 inhib -3%.
Screening CN(C)c1ccc(-c2cc(-n3ccnc3)ncn2)cc1 returned 15-hLO-2 inh -14% and ALOX12 inhib -6%.
O=C(NCCN1CCOCC1)c1cc2n(n1)C(C(F)(F)F)CC(c1ccc(F)cc1)N2 (stereo not given) was read as PNC inhibitor inconclusive, IMPase inh 1, 15-hLO-2 inh 3% and ALOX12 inhib -2%.
`COC(=O)c1ccccc1NC(=O)CSc1n[nH]c(CC(C)C)n1` gave PNC inhibitor 19, IMPase inh 5, 15-hLO-2 inh 4% and ALOX12 inhib -3%.
`Nc1ccc2c(c1)sc1ccccc12` gave PNC inhibitor -27 and ALOX12 inhib -1%.
For CCCCSc1nc2ccccc2n1CC(=O)O the results were PNC inhibitor -6, IMPase inh 15 and ALOX12 inhib 3%.
Screening CC(C)CNc1nc2ncnc(N)c2[nH]1 returned 15-hLO-2 inh 3%[11.4 µM] and ALOX12 inhib 0%[11.4 µM].
`Cc1c(NC(=O)c2ccccc2N(C)S(=O)(=O)c2ccccc2)c(=O)n(-c2ccccc2)n1C` gave PNC inhibitor 2, IMPase inh 3, 15-hLO-2 inh -7% and ALOX12 inhib 0%.
Screening CCc1ccc2c(c1)C(c1ccc([N+](=O)[O-])cc1)=NNC(c1ccccc1)=N2 returned PNC inhibitor 34 and ALOX12 inhib -2%.
COC(=O)c1ccc(C)c(NC(=O)Cc2coc3cc(OC)ccc23)c1 was read as PNC inhibitor inconclusive, IMPase inh 4, 15-hLO-2 inh -6% and ALOX12 inhib -8%.
`O=C(NC1CCCC1)C(c1cccs1)N(C(=O)c1ccco1)c1ccc2c(c1)OCO2` (stereo not given) gave PNC inhibitor inconclusive, IMPase inh 5 and ALOX12 inhib -3%.
For COCCn1c(N2CCN(c3ccc(OC)cc3)CC2)nc2c1c(=O)[nH]c(=O)n2C the results were PNC inhibitor 3, IMPase inh 5, 15-hLO-2 inh -6% and ALOX12 inhib -6%.
Cc1ccc(S(=O)(=O)Cc2ccc(C(=O)N3CCN(c4ccc(F)cc4)CC3)o2)cc1 was read as PNC inhibitor 28, IMPase inh 17, 15-hLO-2 inh -1% and ALOX12 inhib -10%.
`CCOC(=O)N1CCN(C(=O)Nc2ccc3nc(-c4ccccn4)c(-c4ccccn4)nc3c2)CC1` gave PNC inhibitor 3, IMPase inh -2, 15-hLO-2 inh -6% and ALOX12 inhib 0%.
For N/C(Cc1ccc(Cl)cc1Cl)=N\OC(=O)Cc1ccc(Cl)cc1 the results were PNC inhibitor inconclusive and ALOX12 inhib -4%.
`Cc1ccc(NC(=O)Cn2cnc3c(cnn3C(C)(C)C)c2=O)cc1` gave PNC inhibitor -100*, IMPase inh 0, 15-hLO-2 inh -7% and ALOX12 inhib 0%.
For COC(=O)c1ccccc1NC(=O)C1COc2ccccc2O1 (stereo not given) the results were PNC inhibitor inconclusive, IMPase inh 19, 15-hLO-2 inh 0% and ALOX12 inhib -10%.
`CCOC(=O)CSc1nc2c(sc(=S)n2Cc2ccco2)c(=O)n1-c1ccccc1` gave PNC inhibitor 7, IMPase inh inconclusive, 15-hLO-2 inh -17% and ALOX12 inhib -5%.
`COc1ccc(CCNC(=O)c2cc3sccc3n2C)cc1OC` gave PNC inhibitor inconclusive, IMPase inh 0, 15-hLO-2 inh -4% and ALOX12 inhib -3%.
CO/C=C/C#CC1(O)CCN(C)CC1 was read as PNC inhibitor -18, IMPase inh -2, 15-hLO-2 inh 0% and ALOX12 inhib 4%.
For O=C(Nc1ccc(N=Nc2ccccc2)c(NC(=O)C2CCCO2)c1)C1CCCO1 (stereo not given) the results were PNC inhibitor 14 and ALOX12 inhib -6%.
For Cc1ccccc1CSc1nnc(Cn2c(=O)sc3ccccc32)n1C the results were PNC inhibitor -12, IMPase inh -5 and ALOX12 inhib 6%.
`O=[N+]([O-])c1ccc(CSc2nnc(SCc3ccc(Cl)cc3)s2)cc1` gave PNC inhibitor -22, IMPase inh -8 and ALOX12 inhib 3%.
Screening C[C@@H]1CC=C[C@@H]2[C@H]1C(=O)N(Cc1ccccc1)[C@H]2c1cccc(Br)c1 returned 15-hLO-2 inh 20%[0.0915 µM] and ALOX12 inhib -3%[0.00818 µM].
`CCn1cc(Br)c(C(=O)NC(=S)Nc2ccc(C(=O)OC)cc2)n1` gave PNC inhibitor -18 and ALOX12 inhib 6%.
Screening O=c1ccc(OCCOc2ccccc2)nn1-c1ccccc1 returned PNC inhibitor inconclusive and ALOX12 inhib 2%.
Screening N#C/C(=C\c1ccccc1)c1n[nH]c(Cn2cncn2)n1 returned PNC inhibitor 9, IMPase inh -1, 15-hLO-2 inh -8% and ALOX12 inhib 1%.
For COc1ccc(NC(=O)CSc2ncn(-c3ccccc3)n2)cc1Cl the results were PNC inhibitor 15, IMPase inh 3, 15-hLO-2 inh 1% and ALOX12 inhib 3%.
For O=C1O[C@@H]([C@@H](O)CO)[C@@H](O)[C@H]1O the results were IMPase inh -2[20.6 µM], 15-hLO-2 inh 1%[25.6 µM] and ALOX12 inhib -3%[25.6 µM].
`CNC(=O)NC(=O)CSc1nc2ccccc2n1CCOC` gave PNC inhibitor 13, IMPase inh 4, 15-hLO-2 inh 0% and ALOX12 inhib -2%.
Screening CCOC(=O)Nc1nnc(-c2ccccc2OC)s1 returned PNC inhibitor -119*, IMPase inh 1 and ALOX12 inhib 0%.
For c1ccc(CNn2nnnc2-c2ccccc2)cc1 the results were PNC inhibitor -8, IMPase inh -8, 15-hLO-2 inh -5% and ALOX12 inhib 0%.
`O=C(OCCN1CCCCC1)c1ccc(Cl)cc1` gave PNC inhibitor -9, IMPase inh 0, 15-hLO-2 inh 11% and ALOX12 inhib 3%.
COC(=O)c1ccc(C(NC(=O)OCc2ccccc2)/C(I)=C/[C@@H](C)C(=O)NCc2ccncc2)cc1 (stereo not given in full) was read as 15-hLO-2 inh 40%[activator] and ALOX12 inhib 0%.
For O=C(CSCc1ccccc1)Nc1nccs1 the results were PNC inhibitor 16, IMPase inh 3, 15-hLO-2 inh -3% and ALOX12 inhib -3%.

Compound activity from PubChem.
